High-throughput results deposited in PubChem by several laboratories.
FBA Mtb inh = Mtb FBA enzyme inhibitors, primary screen, biochemical, fluorescence, strain H37Rv | Fructose-bisphosphate aldolase (Mycobacterium tuberculosis (strain ATCC 25618 / H37Rv)), … | purified M. tuberculosis FBA, fluorescence read-out | inhibition, % at 1 µM | 2.3% of 360,000 active | AID 588726, 2011; in the data active means inhibition above about 27%;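 further: 0% = vehicle and 100% = reference inhibitor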
Target sequence (P9WQA3 whole entry, looked up): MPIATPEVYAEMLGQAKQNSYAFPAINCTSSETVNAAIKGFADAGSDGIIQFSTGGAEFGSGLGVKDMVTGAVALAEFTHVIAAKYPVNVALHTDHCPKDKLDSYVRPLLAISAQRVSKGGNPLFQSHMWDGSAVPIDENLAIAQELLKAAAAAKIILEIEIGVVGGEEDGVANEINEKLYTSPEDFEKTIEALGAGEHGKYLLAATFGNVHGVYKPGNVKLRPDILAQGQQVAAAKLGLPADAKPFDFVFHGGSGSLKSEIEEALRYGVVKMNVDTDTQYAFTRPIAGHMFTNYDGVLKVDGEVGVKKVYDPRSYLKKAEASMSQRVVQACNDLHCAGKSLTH
3CLpro inhibitor = SARS-CoV 3CLpro protease inhibitors, primary screen, biochemical, quenched FRET; inhibition, % at 6 µM; 0.14% of 290,000 active; recombinant SARS-CoV 3CLpro, quenched FRET peptide cleavage; in the data active means inhibition above about 12%
Mtb BioA inh = M. tuberculosis BioA enzyme inhibitors, primary screen, biochemical, plate reader, single point, HTS; 7,8-diaminopelargonic acid synthase BioA (Mycobacterium tuberculosis); purified M. tuberculosis BioA enzyme; inhibition, % at 9.99 µM; 0.096% of 360,000 active; in the data active means inhibition above about 40%
UGM FP inh = M. tuberculosis UGM enzyme inhibitors, primary screen, biochemical, fluorescence polarization, single point | UDP-galactopyranose mutase (Mycobacterium tuberculosis (strain ATCC 25618 / H37Rv)), … | purified UGM, fluorescence polarization probe displacement | inhibition, % at 10 µM | 0.06% of 320,000 active | AID 504406, 2011; in the data active means inhibition above about 10%, passing the limit was not always enough
Target sequence (P9WIQ1 whole entry, looked up): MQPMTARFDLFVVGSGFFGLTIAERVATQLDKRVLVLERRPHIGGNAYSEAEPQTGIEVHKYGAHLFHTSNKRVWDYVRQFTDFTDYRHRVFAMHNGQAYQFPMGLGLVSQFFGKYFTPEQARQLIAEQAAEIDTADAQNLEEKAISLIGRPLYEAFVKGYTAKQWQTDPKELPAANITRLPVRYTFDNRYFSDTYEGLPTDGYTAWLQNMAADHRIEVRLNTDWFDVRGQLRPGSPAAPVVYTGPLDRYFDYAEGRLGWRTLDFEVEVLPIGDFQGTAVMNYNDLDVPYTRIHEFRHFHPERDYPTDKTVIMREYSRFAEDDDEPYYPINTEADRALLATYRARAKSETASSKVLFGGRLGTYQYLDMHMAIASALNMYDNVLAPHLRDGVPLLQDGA
MazF activator = activators of E. coli MazEF toxin-antitoxin RNase, primary screen, biochemical, fluorescence, uHTS; FAM/BHQ RNA-DNA oligo cleavage fluorescence, 5 h; 0.32% of 350,000 active; Endoribonuclease toxin MazF (Escherichia coli (strain K12)), P0AE70; activation, % at 20 µM; in the data active means activation above about 50%
Target sequence (P0AE70 whole entry, looked up): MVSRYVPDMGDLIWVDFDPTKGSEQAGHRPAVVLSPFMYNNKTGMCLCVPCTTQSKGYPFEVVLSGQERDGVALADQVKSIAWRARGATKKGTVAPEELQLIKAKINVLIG
SSB-PriA inh = inhibitors of Klebsiella pneumoniae PriA binding to SSB C-terminal tail, primary screen, biochemical, AlphaScreen; AlphaScreen SSBct-PriA binding, biotinylated peptide; inhibition, % at 33 µM; 0.6% of 430,000 active; AID 1272365, 2023; in the data active means inhibition mostly above about 37%, no sharp cut-off; inactive means mostly below about 20%;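 further: plate controls were negative control peptide for no effect and reference peptide for full effect; strong numbers were not always called active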
GDH-TPI inh = GDH-TPI coupling enzyme inhibitors, primary screen, artefact control for M. tuberculosis FBA inhibitor project, biochemical, absorbance, full deck. GDH-TPI coupled enzyme counterscreen, NADH absorbance. inhibition, % at 4.8 µM. 1.2% of 360,000 active; in the data active means inhibition above about 30%;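 further: 0% = DMSO wells and 100% = wells lacking the enzyme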
Rv3671c protease = Rv3671c serine protease inhibitors, primary screen, biochemical, fluorescence polarization, M. tuberculosis H37Rv. P9WHR9. inhibition, % at 5.96 µM. 0.048% of 320,000 active; in the data active means inhibition above about 38%;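 further: extracellular domain of Rv3671c used as enzyme; 0% = enzyme with DMSO and 100% = no enzyme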
VHR inh abs = VHR1 phosphatase inhibitors, primary screen, biochemical, absorbance, uHTS | recombinant VHR phosphatase, pNPP absorbance | 0.52% of 290,000 active | AID 1654, 2009 | inhibition, % at 13.3 µM; in the data active means inhibition above about 50%; further: some compounds called inactive have numbers as strong as hits
Target sequence (P51452 whole entry, looked up): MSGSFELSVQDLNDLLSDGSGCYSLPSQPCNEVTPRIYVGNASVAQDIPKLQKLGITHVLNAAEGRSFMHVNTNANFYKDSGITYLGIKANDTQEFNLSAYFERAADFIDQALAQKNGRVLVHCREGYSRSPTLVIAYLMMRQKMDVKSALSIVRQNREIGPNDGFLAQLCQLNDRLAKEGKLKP
BH1578 lux ind = inducers of Vibrio cholerae quorum light production without autoinducers, primary screen, BH1578 luxS cqsA deficient, single point | activation, % at 18.7 µM | 0.16% of 350,000 active | AID 588436, 2011 | V. cholerae BH1578 lux reporter, luminescence, 6 h; in the data active means activation mostly above about 9.7%, no sharp cut-off; further: not every result past the cut was called active; inactives centre near 0; reference of the scale not given here
* = called active by the depositor; & = joins results of further samples. A portion of the library, so the mix of outcomes need not match the whole.

Results for O=C(Nc1ccc(F)cc1)N1CCN(c2ccc(F)cc2)CC1 ?
FBA Mtb inh: 0; 3CLpro inhibitor: 3; UGM FP inh: 2.2; MazF activator: -3; SSB-PriA inh: -1; GDH-TPI inh: 5; Rv3671c protease: -5; VHR inh abs: 26; BH1578 lux ind: inactive

Results for CCn1c(-c2cc(-c3ccc(C)c(C)c3)nc3ccccc23)n[nH]c1=S ?
3CLpro inhibitor: 8; UGM FP inh: 1.0; Rv3671c protease: -7; VHR inh abs: 16

How did CC(Cc1ccsc1)NC(=O)CCc1nnc(COc2ccccc2)o1 (configuration not stated) do in these assays?
FBA Mtb inh: 2; 3CLpro inhibitor: 2; Mtb BioA inh: 0.8; UGM FP inh: -2.6; MazF activator: 3; SSB-PriA inh: -5; GDH-TPI inh: 10; Rv3671c protease: 5; VHR inh abs: 24; BH1578 lux ind: -2.1

What do the screens show for `CCN1/C(=C/c2ccc3cc(C)ccc3[n+]2C)Sc2ccc3sccc3c21`?
FBA Mtb inh: 1; 3CLpro inhibitor: -26; Mtb BioA inh: -3.3; MazF activator: 2; SSB-PriA inh: 13; GDH-TPI inh: 8; VHR inh abs: 22; BH1578 lux ind: -0.3

Results for O=C(CN1CCN(C2CCCCC2)CC1)Nc1ccccc1-c1ccccc1 ?
FBA Mtb inh: 0; 3CLpro inhibitor: 2; Mtb BioA inh: 1.9; UGM FP inh: -2.2; MazF activator: 0; SSB-PriA inh: 5; GDH-TPI inh: 3; Rv3671c protease: 0; VHR inh abs: -1; BH1578 lux ind: -7.1

How did COc1ccc(-c2cc(C(=O)OCC(=O)c3c(N)n(C)c(=O)n(C)c3=O)c3ccccc3n2)cc1 do in these assays?
FBA Mtb inh: 9; 3CLpro inhibitor: 1; UGM FP inh: -0.7; MazF activator: 7; SSB-PriA inh: 3; GDH-TPI inh: -2; Rv3671c protease: 0; VHR inh abs: 9; BH1578 lux ind: -1.2

What do the screens show for `CC(=O)c1ccc(NC(=O)CCn2c(=O)oc3ccccc32)cc1`?
FBA Mtb inh: 0; 3CLpro inhibitor: -3; Mtb BioA inh: 2.1; UGM FP inh: -0.4; MazF activator: 5; SSB-PriA inh: -14&-14; GDH-TPI inh: -6; Rv3671c protease: -2; VHR inh abs: 34; BH1578 lux ind: -0.3

Results for COc1ccc2nc(SCC(=O)C(C)(C)C)[nH]c2c1 ?
FBA Mtb inh: -1; 3CLpro inhibitor: 4; UGM FP inh: -8.1; MazF activator: 8; SSB-PriA inh: -8; GDH-TPI inh: -3; Rv3671c protease: 9; VHR inh abs: 2; BH1578 lux ind: -0.5

Results for COc1cc(CCN2C(=O)N[C@@H](c3cccc(C(F)(F)F)c3)C(C(C)=O)=C2C)cc(OC)c1OC ?
3CLpro inhibitor: -5; UGM FP inh: 0.4; Rv3671c protease: 1; VHR inh abs: 1

How did COc1ccccc1N1CCN(C(=O)CNS(=O)(=O)c2ccc(Br)s2)CC1 do in these assays?
FBA Mtb inh: -1; 3CLpro inhibitor: 5; Mtb BioA inh: 1.3; UGM FP inh: -3.6; MazF activator: 2; SSB-PriA inh: -1; GDH-TPI inh: -2; Rv3671c protease: -2; VHR inh abs: 15; BH1578 lux ind: -0.2

Results for CCCc1cc(=O)[nH]c(SCC(=O)NCCCC(=O)OCC)n1 ?
FBA Mtb inh: 2; 3CLpro inhibitor: 7; Mtb BioA inh: -0.7; UGM FP inh: 2.2; MazF activator: -5; SSB-PriA inh: -15; GDH-TPI inh: 4; Rv3671c protease: -2; VHR inh abs: -12; BH1578 lux ind: -0.8

How did O=C1NC(=O)C(=Cc2cc(Cl)ccc2OCc2ccc(C(=O)O)cc2)C(=O)N1 do in these assays?
FBA Mtb inh: 1; 3CLpro inhibitor: 3; UGM FP inh: -0.7; MazF activator: -7; SSB-PriA inh: -20; GDH-TPI inh: -1; Rv3671c protease: -17; VHR inh abs: -12; BH1578 lux ind: -1.3

How did O=C(CCN1N=C(c2ccccc2)CCC1=O)NCC1CCCO1 (configuration not stated) do in these assays?
FBA Mtb inh: 3; 3CLpro inhibitor: -3; Mtb BioA inh: 0.4; UGM FP inh: 4.5; MazF activator: 0; SSB-PriA inh: -23; GDH-TPI inh: 5; Rv3671c protease: 6; VHR inh abs: -1; BH1578 lux ind: -0.2

Results for CN(Cc1ccccc1)c1ncnc2c1cnn2-c1ccccc1 ?
FBA Mtb inh: 2; 3CLpro inhibitor: 1; Mtb BioA inh: 0.7; UGM FP inh: 0.6; MazF activator: -7; SSB-PriA inh: -45; GDH-TPI inh: 3; Rv3671c protease: 4; VHR inh abs: -1; BH1578 lux ind: -2.0

How did CCN1CCN(c2ccc([N+](=O)[O-])c(Sc3nc4ccccc4[nH]3)c2)CC1 do in these assays?
FBA Mtb inh: -5; 3CLpro inhibitor: 2; UGM FP inh: 1.4; MazF activator: 9; SSB-PriA inh: 19; GDH-TPI inh: 17; Rv3671c protease: 5; VHR inh abs: -4; BH1578 lux ind: -0.1

Entries above with fluorine (2):
Results for O=C(Nc1ccc(F)cc1)N1CCN(c2ccc(F)cc2)CC1 ?
FBA Mtb inh: 0; 3CLpro inhibitor: 3; UGM FP inh: 2.2; MazF activator: -3; SSB-PriA inh: -1; GDH-TPI inh: 5; Rv3671c protease: -5; VHR inh abs: 26; BH1578 lux ind: inactive

Results for COc1cc(CCN2C(=O)N[C@@H](c3cccc(C(F)(F)F)c3)C(C(C)=O)=C2C)cc(OC)c1OC ?
3CLpro inhibitor: -5; UGM FP inh: 0.4; Rv3671c protease: 1; VHR inh abs: 1

Additional records
Results for O=C(NNc1ccccc1)c1ccc(Cl)c(Cl)c1 ?
FBA Mtb inh: 2; MazF activator: 12; SSB-PriA inh: -5; GDH-TPI inh: -5; BH1578 lux ind: inactive

How did Cc1ccc(S(=O)(=O)NCCC(=O)N2CCN(c3ccccc3)CC2)cc1C do in these assays?
FBA Mtb inh: 4; Mtb BioA inh: 0.1; MazF activator: -28; SSB-PriA inh: 3; GDH-TPI inh: 8; Rv3671c protease: 0; BH1578 lux ind: -0.2

What do the screens show for `Cc1ccnc(SCC(=O)Nc2c(C)n(C)n(-c3ccccc3)c2=O)n1`?
FBA Mtb inh: 0; 3CLpro inhibitor: -1; Mtb BioA inh: -0.3; UGM FP inh: 1.9; MazF activator: -1; SSB-PriA inh: -5; GDH-TPI inh: 1; Rv3671c protease: 2; VHR inh abs: 31; BH1578 lux ind: -0.3

How did CCOC(=O)c1[nH]c2ccc(OC)cc2c1NC(=O)c1cccc(OC)c1 do in these assays?
FBA Mtb inh: 2; 3CLpro inhibitor: 8; Mtb BioA inh: 2.0; UGM FP inh: -2.8; MazF activator: 1; SSB-PriA inh: -9; GDH-TPI inh: 16; Rv3671c protease: 0; VHR inh abs: 27

What do the screens show for `NNC(=O)COc1ccc(C(F)(F)F)cc1`?
FBA Mtb inh: -2; 3CLpro inhibitor: -4; Mtb BioA inh: 2.8; UGM FP inh: -2.2; MazF activator: 1; SSB-PriA inh: -21; GDH-TPI inh: 2; Rv3671c protease: -8; VHR inh abs: 24; BH1578 lux ind: 5.6

How did CCOC(=O)c1c(C)c2c(=O)[nH]cnc2n1-c1ccccc1 do in these assays?
FBA Mtb inh: 0; 3CLpro inhibitor: -1; UGM FP inh: -0.3; MazF activator: 9; SSB-PriA inh: 3; GDH-TPI inh: 9; Rv3671c protease: -2; VHR inh abs: 10; BH1578 lux ind: inactive

How did CN(c1ccc(C(=O)N/N=C/c2cccc([N+](=O)[O-])c2)cc1)S(=O)(=O)c1ccccc1 do in these assays?
FBA Mtb inh: 1; 3CLpro inhibitor: -8; UGM FP inh: -0.8; MazF activator: 5; GDH-TPI inh: 6; Rv3671c protease: -12; VHR inh abs: 24; BH1578 lux ind: inactive

What do the screens show for `CCOC(=O)c1cc(C)sc1NC(=O)CN1CCN(C(=O)c2ccco2)CC1`?
FBA Mtb inh: -6; 3CLpro inhibitor: -1; Mtb BioA inh: 3.9; UGM FP inh: 1.7; MazF activator: 4; SSB-PriA inh: -14; GDH-TPI inh: 1; Rv3671c protease: -9; VHR inh abs: 10; BH1578 lux ind: -0.1

What do the screens show for `Cc1cc(C)c2c(n1)SCC(=O)N2CC(=O)Nc1cccc(Cl)c1`?
FBA Mtb inh: 1; 3CLpro inhibitor: -2; Mtb BioA inh: 1.8; UGM FP inh: 1.9; MazF activator: -11; SSB-PriA inh: -5; GDH-TPI inh: 0; Rv3671c protease: 10; VHR inh abs: 9; BH1578 lux ind: -0.3

How did Brc1ccc(-c2nnc3sc(CN4CCc5ccccc5C4)cn23)cc1 do in these assays?
FBA Mtb inh: 0; MazF activator: 9; SSB-PriA inh: 9; GDH-TPI inh: 4; BH1578 lux ind: -0.1

What do the screens show for `COc1cccc(N(C(=O)Cn2nnc(-c3ccc(C)cc3)n2)C(C(=O)NC(C)(C)C)c2c[nH]c3ccccc23)c1` (configuration not stated)?
FBA Mtb inh: -1; 3CLpro inhibitor: 7; Mtb BioA inh: 0.4; UGM FP inh: 0.2; MazF activator: -3; SSB-PriA inh: 20; GDH-TPI inh: 1; Rv3671c protease: -22; VHR inh abs: 23; BH1578 lux ind: inactive

What do the screens show for `CCOC(=O)C(C)N1N=C(/C=C/c2ccc(OC)cc2)CCC1=O` (configuration not stated)?
FBA Mtb inh: 1; 3CLpro inhibitor: 6; Mtb BioA inh: -2.0; UGM FP inh: -0.4; MazF activator: 3; SSB-PriA inh: 5; GDH-TPI inh: 42*; Rv3671c protease: 5; VHR inh abs: 28; BH1578 lux ind: inactive

Results for COc1ccc(S(=O)(=O)N2CCC(C(=O)NCc3ccco3)CC2)cc1 ?
FBA Mtb inh: 2; 3CLpro inhibitor: 0; Mtb BioA inh: -1.6; UGM FP inh: -1.6; MazF activator: -6; SSB-PriA inh: -6; GDH-TPI inh: 5; Rv3671c protease: -14; VHR inh abs: 24; BH1578 lux ind: -0.4

What do the screens show for `CCN(CC)S(=O)(=O)c1ccc2oc(C(=O)N3CCOCC3)c(C)c2c1`?
FBA Mtb inh: 4; 3CLpro inhibitor: 3; Mtb BioA inh: -1.9; UGM FP inh: -0.1; MazF activator: 1; SSB-PriA inh: -3; GDH-TPI inh: 2; Rv3671c protease: -4; VHR inh abs: 2; BH1578 lux ind: 1.6

Results for Cc1ccc(CCCNC(=O)C2CCC(=O)N(Cc3cccc(F)c3)C2)cc1 (configuration not stated) ?
FBA Mtb inh: 2; 3CLpro inhibitor: -3; Mtb BioA inh: -0.2; UGM FP inh: 3.0; MazF activator: -2; SSB-PriA inh: -17; GDH-TPI inh: 2; Rv3671c protease: -10; VHR inh abs: -13; BH1578 lux ind: -0.3

Results for O=C(CCCn1c(=S)[nH]c2ccccc2c1=O)N1CCN(c2cccc(Cl)c2)CC1 ?
FBA Mtb inh: -1; 3CLpro inhibitor: 1; Mtb BioA inh: -0.2; UGM FP inh: 4.2; MazF activator: 1; SSB-PriA inh: 14; GDH-TPI inh: 5; Rv3671c protease: -12; VHR inh abs: 10; BH1578 lux ind: -0.4

How did COc1ccc(C(=O)C(=NNc2ccccc2)c2ccc(OC)cc2)cc1 do in these assays?
FBA Mtb inh: -4; Mtb BioA inh: -0.9; MazF activator: -1; SSB-PriA inh: 2; GDH-TPI inh: 9; BH1578 lux ind: -2.9
